# Bioassay records: PubChem BioAssay, several laboratories
# GPR55 beta-arrestin: GPR55 agonists via beta-arrestin recruitment, primary screen, imaging, U2OS cells, beta-arrestin-GFP redistribution (AID 1961); U2OS GPR55 beta-arrestin-GFP redistribution imaging; higher % means a stronger effect; one-dose activation, % at 10 µM; EC50 in µM for titrated hits; hit rate 0.048% among 290,000;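 active = activation above 40% with more than 50 cells counted in the well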;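 note: U2OS osteosarcoma cells stably expressing GPR55 and beta-arrestin-GFP; plate controls were DMSO negative control for no effect and LPI positive control for full effect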
# Lipid droplet: modulators of hepatic lipid droplet formation; AML12 mouse hepatocytes, oleate lipid droplets, BODIPY imaging; hit rate 0.4% among 240,000; inhibition, % at 6.5 µM;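 active = lipid droplet intensity inhibited by at least 50%, with more than 500 cells counted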
#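 Technique: fluorescence imaging, 20x objective, two fields per well / Assay system: AML12 hepatocytes (mouse) / Measure: % inhibition of lipid droplet signal / Doses: 6.5 µM single-point dosing / Incubation: overnight exposure / Reagent: 100 µM oleic acid challenge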
# GPR55 antagonists: GPR55 antagonists blocking LPI-driven arrestin recruitment, primary screen, imaging, U2OS, beta-arrestin-GFP, LPI agonist (AID 2013) | U2OS GPR55 beta-arrestin-GFP translocation imaging, LPI antagonism; higher % means a stronger effect | inhibition, % at 10 µM; hits with a dose series show IC50 in µM | hit rate 0.13% among 290,000;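 active = spots per cell inhibited over 60%, with over 100 cells counted and total cytoplasm intensity under 500,000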;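 note: U2OS cells stably carrying GPR55 and arrestin-GFP stimulated by 5 µM LPI near EC80; imaged beta-arrestin-GFP aggregate spots per cell after agonist stimulation; plate controls were LPI-stimulated DMSO wells for no effect and DMSO wells without LPI for full effect; some results filed as inactive read as strong as hits; confirmed hits need IC50 under 10 µM and bright autofluorescent wells are also inconclusive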
# LYP phosphatase: inhibitors of LYP phosphatase, biochemical, fluorescence intensity, uHTS (AID 1779); recombinant LYP phosphatase, fluorescence intensity; higher % means a stronger effect; one-dose inhibition, % at 11.5 µM; IC50 in µM for titrated hits; hit rate 0.054% among 290,000; in the data active = inhibition above about 50%;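 note: plate controls were vehicle with enzyme for no effect and no enzyme for full effect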
# T cell modulator: T cell immune modulators affecting CD8 T cell-vesicle binding; 2C CD8+ T cell-vesicle binding, flow cytometry; stronger effect = lower value; calls only at 7 µM; hit rate 0.068% among 330,000;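 active = response, share of CD8 T cells binding vesicles, and their 90th percentile fluorescence all below set limits, cut at about 80% in these data, passing the limit was not always enough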
#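 Read-out – percent CD8+ FL2 mean versus row control · System – murine 2C transgenic CD8+ T lymphocytes · Times – 1.5 h cell–vesicle binding at 37 °C, then 20 min icy labelling · Control set – naked vesicles low, QL9 vesicles with vehicle high · Detection – cytometric PE anti-B7-1 and Alexa647 anti-CD8 signals after 1% paraformaldehyde fixation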
# NTR1 ag: NTR1-driven beta-arrestin-GFP spot formation – imaging, U2OS cells, high content, primary screen (AID 493036); P30989; agonist mode; hit rate 0.17% among 330,000; activation, % at 20 µM;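 active = activation at or above 40% of the spot to cytoplasm intensity ratio, with at least 20 cells analyzed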;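 note: 0% = DMSO without peptide and 100% = 100 nM NTR1 peptide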
# Target sequence (P30989 whole entry, looked up): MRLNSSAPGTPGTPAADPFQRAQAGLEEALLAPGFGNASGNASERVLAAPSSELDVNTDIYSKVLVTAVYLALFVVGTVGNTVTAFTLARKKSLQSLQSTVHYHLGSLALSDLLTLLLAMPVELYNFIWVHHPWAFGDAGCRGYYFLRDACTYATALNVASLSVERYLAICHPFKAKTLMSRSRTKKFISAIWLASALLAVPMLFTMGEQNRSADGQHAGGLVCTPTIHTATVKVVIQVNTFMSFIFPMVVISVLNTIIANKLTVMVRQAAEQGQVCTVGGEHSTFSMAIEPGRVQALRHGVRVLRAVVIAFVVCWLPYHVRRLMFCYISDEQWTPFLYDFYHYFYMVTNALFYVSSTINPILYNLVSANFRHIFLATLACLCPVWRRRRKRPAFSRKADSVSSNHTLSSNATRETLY
# GPR35 arrestin U2OS: inhibition of zaprinast-stimulated GPR35 beta-arrestin translocation – imaging, U2OS, beta-arrestin-GFP, zaprinast agonist, primary screen (AID 2058) | hit rate 0.052% among 290,000 | inhibition, % at 10 µM, or IC50 in µM where a hit was titrated | U2OS GPR35 beta-arrestin-GFP translocation imaging, zaprinast antagonism; higher % means a stronger effect;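 active = inhibition of at least 50% with at least 30 cells and total cytoplasm GFP at most 10,000,000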
# MgcRacGAP inhibition: MgcRacGAP GTPase-activating activity inhibitors, confirmation, biochemical, ADP Hunter fluorescence; MgcRacGAP-stimulated Rac1 GTP hydrolysis, ADP Hunter fluorescence; higher % means a stronger effect; GST-tagged Rac1 F28L mutant substrate; one-dose inhibition, % at 30 µM; IC50 in µM for titrated hits; hit rate 0.6% among 340,000;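 active = first-screen hits whose inhibition reached a set limit at any dose in the follow-up dose series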;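 note: fluorescence reports GDP produced by GAP-driven GTP hydrolysis; strong numbers were not always called active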
# Large T inhibition: SV40 large T antigen inhibitors, biochemical (AID 1903); SV40 large T antigen ATPase/helicase inhibition assay; higher % means a stronger effect; one-dose inhibition, % at 20 µM; IC50 in µM for titrated hits; hit rate 0.39% among 310,000; in the data active = a potency from the dose series; note: strong numbers were not always called active
# Lipid droplet cells 6.5 µM: also measured in Lipid droplet; calls as there; cell count; measured here: cell count, cytotoxicity flag;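 cells counted across two imaged fields per well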
# T cell modulator vesicle-bound %: also measured in T cell modulator; calls as there; double positive events, %; measured here: CD8+ vesicle-bound cell fraction;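 binding gate set so that unloaded-vesicle control wells show 10% double positive cells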
# NTR1 ag cell count 20 µM: second read-out of NTR1 ag, no call of its own (marks repeat the call); cell count; measured here: cell count, cytotoxicity flag
# Active calls of the source: *; i = inactive; nt = no result given. Random draw from the library; any-hit rate near 1.8%.
SMILES,GPR55 beta-arrestin,Lipid droplet,Lipid droplet cells 6.5 µM,GPR55 antagonists,LYP phosphatase,T cell modulator,T cell modulator vesicle-bound %,NTR1 ag,NTR1 ag cell count 20 µM,GPR35 arrestin U2OS,MgcRacGAP inhibition,Large T inhibition
CCN(CC)CCN1C(=O)C2C3c4ccccc4C(c4ccccc43)C2C1=O (centres undefined),-0.1%,12,797,8%,-10%,i,56,1.4,75,5%,1%,2%
Cc1cccc(NC(=O)Nc2cccc3ccccc23)c1,-0.1%,-9,726,7%,-8%,i,68,0.2,66,-3%,7%,20%
Cc1ccc(C)c(N2CCN(C(=O)CCS(=O)(=O)c3ccc4c(c3)CCN4C(=O)C3CC3)CC2)c1,-0.1%,-12,729,11%,4%,i,36,1.8,53,12%,3%,18%
c1ccc2cc(CSCc3nc4ccccc4[nH]3)ccc2c1,-0.3%,-29,575,-2%,-2%,i,53,1.4,63,18%,2%,4%
CC(C)c1nc(NCc2ccccc2)c(C#N)c2c1CCCC2,-0.1%,nt,nt,11%,-1%,i,50,7.3,52,15%,4%,7%
CCN(CC(=O)Nc1cc(Cl)ccc1C)C(=O)c1oc2ccc(OC)cc2c1C,nt,nt,nt,nt,nt,i,59,0.2,52,nt,5%,14%
CCOc1ccc2nc(SC3CC(=O)N(c4cccc(OC)c4)C3=O)sc2c1 (centres undefined),-0.2%,-35,575,2%,9%,i,4,-1.0,32,-16%,12%,12%
COCCN1CCN(C(=O)C2CCC(=O)N(Cc3ccccc3F)C2)CC1 (centres undefined),0.3%,19,690,11%,-6%,i,6,0.1,61,-5%,10%,25%
CC(C)C(NC(=O)c1ccc2c(c1)OCO2)C(=O)N/N=C/c1cccs1 (centres undefined),0.0%,-9,580,10%,-9%,i,45,0.7,55,1%,-5%,3%
C/C(=N\NC(=O)Cc1csc(N2CCOCC2)n1)c1ccccc1,-0.1%,-6,739,8%,-8%,i,39,-2.3,102,5%,7%,9%
CC(NC(=O)CCNS(=O)(=O)c1ccc2c(c1)c(=O)n(C)c(=O)n2C)c1ccccc1 (centres undefined),-0.1%,nt,nt,7%,-9%,i,28,-1.1,87,-4%,9%,-6%
Cc1ccc(-c2csc3nc[nH]c(=O)c23)cc1C,-0.2%,6,783,-1%,-8%,i,63,0.9,53,1%,7%,8%
O=C1COc2ccc(C(=O)COc3ccc(Cl)cc3Br)cc2N1,nt,nt,nt,nt,nt,i,30,4.8,57,nt,1%,13%
Cc1nnnn1-c1cccc(C(=O)O)c1,0.0%,2,786,2%,-8%,i,48,0.9,52,5%,-1%,5%
CC(=O)Nc1ccc(SCC(=O)c2cc(C)n(C)c2C)cc1,0.6%,7,739,-2%,-6%,i,20,0.7,37,3%,18%,7%
COc1ccc(C2CC(=O)N(CCCN(C)CCc3ccc(OC)c(OC)c3)C2)cc1 (centres undefined),-0.4%,-5,738,-2%,-9%,i,35,2.2,90,1%,20%,1%
CCC(OC(=O)c1cccs1)C(=O)NCc1ccco1 (centres undefined),-0.1%,-3,683,0%,-3%,i,46,-0.9,83,7%,3%,8%
CSCCC(NS(=O)(=O)c1ccc(Cl)cc1)C(=O)OCc1cccc(Cl)c1 (centres undefined),2.5%,-29,592,2%,6%,i,21,6.4,38,10%,3%,-1%
O=C(C1CC(=O)N(c2ccc(F)cc2)C1)N1CCCCCC1 (centres undefined),0.2%,-18,805,-10%,-5%,i,42,-0.1,45,10%,10%,4%
CCOC(=O)CNC(=O)OC1CCN2Cc3ccccc3N=C12 (centres undefined),0.0%,1,818,-14%,-8%,i,45,0.8,101,-1%,5%,-2%
Cc1nnc2sc(-c3cccc4ccccc34)nn12,0.2%,nt,nt,5%,-1%,i,43,4.6,91,-6%,7%,5%
CCOc1cc(S(=O)(=O)NCCCN2CCOCC2)ccc1F,-0.2%,-2,713,12%,-10%,i,19,-1.3,56,-8%,5%,10%
COC(=O)C1=C(C)N(c2ccc(Cl)cc2)/C(=C/c2cccs2)C1=O,-0.1%,18,638,14%,-5%,i,34,-0.1,80,-15%,1%,15%
NC(=O)C1CCN(S(=O)(=O)c2cc3c4c(c2)CCN4C(=O)CC3)CC1,nt,nt,nt,nt,nt,i,47,0.1,41,nt,7%,27%
O=[N+]([O-])c1cccc(S(=O)(=O)NCCCn2ccnc2)c1,0.7%,2,810,-7%,-9%,i,60,1.1,38,-5%,10%,8%

# 8 entries already listed, sorted by SMILES length, ascending.
SMILES,GPR55 beta-arrestin,Lipid droplet,Lipid droplet cells 6.5 µM,GPR55 antagonists,LYP phosphatase,T cell modulator,T cell modulator vesicle-bound %,NTR1 ag,NTR1 ag cell count 20 µM,GPR35 arrestin U2OS,MgcRacGAP inhibition,Large T inhibition
Cc1cccc(NC(=O)Nc2cccc3ccccc23)c1,-0.1%,-9,726,7%,-8%,i,68,0.2,66,-3%,7%,20%
Cc1ccc(-c2csc3nc[nH]c(=O)c23)cc1C,-0.2%,6,783,-1%,-8%,i,63,0.9,53,1%,7%,8%
CCOC(=O)CNC(=O)OC1CCN2Cc3ccccc3N=C12 (centres undefined),0.0%,1,818,-14%,-8%,i,45,0.8,101,-1%,5%,-2%
C/C(=N\NC(=O)Cc1csc(N2CCOCC2)n1)c1ccccc1,-0.1%,-6,739,8%,-8%,i,39,-2.3,102,5%,7%,9%
O=[N+]([O-])c1cccc(S(=O)(=O)NCCCn2ccnc2)c1,0.7%,2,810,-7%,-9%,i,60,1.1,38,-5%,10%,8%
COCCN1CCN(C(=O)C2CCC(=O)N(Cc3ccccc3F)C2)CC1 (centres undefined),0.3%,19,690,11%,-6%,i,6,0.1,61,-5%,10%,25%
CSCCC(NS(=O)(=O)c1ccc(Cl)cc1)C(=O)OCc1cccc(Cl)c1 (centres undefined),2.5%,-29,592,2%,6%,i,21,6.4,38,10%,3%,-1%
COc1ccc(C2CC(=O)N(CCCN(C)CCc3ccc(OC)c(OC)c3)C2)cc1 (centres undefined),-0.4%,-5,738,-2%,-9%,i,35,2.2,90,1%,20%,1%

# (further entries)
SMILES,GPR55 beta-arrestin,Lipid droplet,Lipid droplet cells 6.5 µM,GPR55 antagonists,LYP phosphatase,T cell modulator,T cell modulator vesicle-bound %,NTR1 ag,NTR1 ag cell count 20 µM,GPR35 arrestin U2OS,MgcRacGAP inhibition,Large T inhibition
Cc1cc2ncn(/N=C/c3ccc(-c4ccccc4)o3)c2cc1C,-0.1%,nt,nt,-2%,0%,i,27,9.2,98,-2%,10%,5%
Cc1cc(-c2nnc(-c3ccccc3)c(-c3ccccc3)n2)c(C)o1,-0.3%,nt,nt,0%,5%,i,32,5.9,83,7%,10%,-22%
OCCn1nc2c3ccccc3nc-2n(-c2ccccc2)c1=S,1.2%,nt,nt,16%,-4%,i,46,-1.4,35,16%,11%,12%
COc1cccc(CNC(=O)CCC2CCCN(C(=O)c3cc(C4CC4)[nH]n3)C2)c1 (centres undefined),0.1%,8,743,-1%,-4%,i,60,-0.9,93,16%,3%,-1%
CCCC(C)c1nnc(NC(=O)COc2ccc3c(c2)OCO3)s1 (centres undefined),-0.1%,3,736,-14%,-1%,i,18,2.2,61,5%,6%,2%
COc1ccc(-n2c(SCC(=O)NNC(=O)c3ccccc3C)nnc2-c2ccncc2)cc1,0.6%,nt,nt,2%,-8%,i,14,1.8,38,-2%,10%,19%
COc1cccc(CNCC(=O)Nc2ccc(N3CCOCC3)cc2)c1,0.1%,13,702,4%,-9%,i,51,0.2,64,-17%,23%,24%
C=CCOc1ccc(CNc2nccs2)cc1OC,-0.4%,-4,728,3%,-2%,i,60,-0.6,33,-16%,8%,4%
O=C(N[C@@H](Cc1ccccc1)C(=O)NCc1ccc(F)cc1)C1CCNCC1,-0.1%,9,799,0%,-13%,i,4,-0.2,61,8%,10%,7%
CCCCNC(=O)CCC(=O)NNc1nc2ccccc2c2nc(C)nn12,0.1%,9,603,-11%,-4%,i,32,2.4,79,-2%,11%,9%
CC(NC(=O)Cc1ccccc1F)c1ccc(F)cc1 (centres undefined),0.5%,-4,647,-2%,-2%,i,46,2.8,40,-9%,3%,3%
O=C(Nn1cnnc1)C(c1ccccc1)c1ccccc1,-0.1%,nt,nt,-3%,-8%,i,6,0.0,53,-2%,6%,0%
CCN1C(=O)c2ccc(C(=O)NCc3ccco3)cc2C1=O,-0.1%,9,852,-1%,-9%,i,37,-0.9,56,6%,0%,9%
NC1=NC(=Nc2cccc(S(N)(=O)=O)c2)c2ccccc21,0.2%,-4,675,-6%,-5%,i,29,1.1,76,-8%,11%,22%
CCOc1ccc(S(=O)(=O)N2CCCC2)cc1,-0.1%,1,737,-9%,-5%,i,22,0.1,69,1%,0%,13%
Cc1ccc(C(=O)N2CC(C)SC2=Nc2cccc(S(=O)(=O)N(C)C)c2)cc1 (centres undefined),0.8%,-3,677,6%,1%,i,30,1.6,67,13%,6%,19%
O=C(c1ccc(Cl)cc1)C(CN1CCCCC1)c1ccccc1 (centres undefined),-0.1%,-16,413,24%,-3%,i,30,50*,85*,8%,7%,12%
COc1cc2c(cc1NC(=O)Nc1ccccc1)oc1ccccc12,0.0%,nt,nt,3%,-3%,i,22,14,38,-6%,-1%,13%
COc1cc(CN(C2CCCCC2C)S(=O)(=O)c2ccc(S(=O)(=O)NC3CC3)cc2)cc(OC)c1OC (centres undefined),-0.6%,-20,635,16%,2%,i,54,5.1,51,6%,6%,1%
O=C(NCC1CCCO1)/C(=C/c1ccccc1)NC(=O)c1ccccc1 (centres undefined),0.2%,-16,730,5%,-8%,i,57,-1.7,104,4%,7%,5%
COc1ccc(CC(=O)N/N=C(\C)c2cccc(NC(=O)C3CC3)c2)cc1,0.0%,17,811,2%,-7%,nt,nt,0.1,73,-20%,4%,nt
